MmCpn inh – Inhibitors of TCP-1 ring complex (TRiC) of Methanococcus maripaludis (MmCpn): qHTS; Chaperonin Mm-Cpn (Methanococcus maripaludis); purified Mm-Cpn ATPase, ADP Transcreener TR-FRET; Potency, µM (highest dose often 76.9 µM), without a hit: at the top dose activity, negative = inhibition, most hits filed as inhibitors; 330,000 tested, 0.031% active; AID 504842, 2011; also: potency is read from the fitted curve at half-maximal effect; % is scaled to controls: 0 for no effect and ±100 for the full control effect; nearly all actives have a fitted effect of over 80% in size
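Measured: ADP formation by purified Mm-CPN. Conditions: 25 nM protein, 10 uM ATP, Tris pH 7.4 with Mg2+, K+ and DTT, 37°C for 30 min. Detection: Transcreener HTRF after 30 min at room temperature.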
A549 tox – Nrf2 qHTS screen for inhibitors: counterscreen for cytotoxicity; Potency, µM (top dose mostly 46 µM), for inactives: at the highest dose activity change, negative = cytotoxicity, actives largely listed as inhibitors; A549 ARE-Fluc cells, CellTiter-Fluor viability, 18-24 h; 390,000 tested, 0.16% active; also: potency is read from the fitted curve at half-maximal effect; % is scaled to controls: 0 for no effect and ±100 for the full control effect
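A549 ARE-Fluc cells in 5% FBS OPTI-MEM, 5000 cells/well, rested 2 h then exposed to compounds in concentration-response for 18-24 h at 37 °C. Viability by CellTiter-Fluor fluorescence (Ex 405/Em 525) after 30 min; luciferase luminescence (BugLite, 15 min, RT) read afterwards.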
TGFb inhibitor – qHTS for Inhibitors of TGF-b; AID 588855, 2011; Potency, µM (highest dose often 46.1 µM), without a hit: at the top dose activity, negative = inhibition, most hits filed as inhibitors; 410,000 tested, 1.2% active; HepG2 CAGA-GFP TGF-b/SMAD3 reporter, GFP fluorescence, 18 h; TGF-beta stimulated, 500 pg/mL final; also: potency is read from the fitted curve at half-maximal effect; % is scaled to controls: 0 for no effect and ±100 for the full control effect; nearly all actives have a fitted effect of over 65% in size
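First, reporter cells (HEPG2 CAGA-GFP) rested 2 h at 37 degrees C. Next, compounds were pinned in and TGF-beta added to 500 pg/mL final. After 18 h, GFP was imaged per cell and summed per well.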
CCT modulator – High-Throughput Screening for Modulators of Cytosolic Chaperonin Activity; purified chaperonin ATPase assay, HTRF ADP detection, 30 min; activity change, % (no concentration beside the values), hits read low; 360,000 tested, 0.3% active; in the data active = activity change below about -30%; also: % is scaled to controls: 0 for no effect and ±100 for the full control effect
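ATPase activity: ADP formed was measured by HTRF Transcreener (665/615 nm ratio) after 30 min at 37 deg C with 10 uM ATP. Compounds screened at one 76 uM concentration against 40 or 20 nM TRiC in Tris pH 7.4/KCl/MgCl2/DTT buffer.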
EPAC2 agonist – qHTS for Agonist of cAMP-regulated guanine nucleotide exchange factor 4 (EPAC2): primary screen; EPAC2 activation, biochemical qHTS; response scale: 100% = 6.5 mM cAMP response; Rap guanine nucleotide exchange factor 4 (Homo sapiens), Q8WZA2; 360,000 tested, 0.079% active; AID 720711, 2013; Potency, µM (top dose mostly 154 µM), for inactives: at the top dose activation, hits mostly activators; also: potency is read from the fitted curve at half-maximal effect; nearly all actives have a fitted effect of over 50% in size
Target sequence (Q8WZA2 whole entry, looked up): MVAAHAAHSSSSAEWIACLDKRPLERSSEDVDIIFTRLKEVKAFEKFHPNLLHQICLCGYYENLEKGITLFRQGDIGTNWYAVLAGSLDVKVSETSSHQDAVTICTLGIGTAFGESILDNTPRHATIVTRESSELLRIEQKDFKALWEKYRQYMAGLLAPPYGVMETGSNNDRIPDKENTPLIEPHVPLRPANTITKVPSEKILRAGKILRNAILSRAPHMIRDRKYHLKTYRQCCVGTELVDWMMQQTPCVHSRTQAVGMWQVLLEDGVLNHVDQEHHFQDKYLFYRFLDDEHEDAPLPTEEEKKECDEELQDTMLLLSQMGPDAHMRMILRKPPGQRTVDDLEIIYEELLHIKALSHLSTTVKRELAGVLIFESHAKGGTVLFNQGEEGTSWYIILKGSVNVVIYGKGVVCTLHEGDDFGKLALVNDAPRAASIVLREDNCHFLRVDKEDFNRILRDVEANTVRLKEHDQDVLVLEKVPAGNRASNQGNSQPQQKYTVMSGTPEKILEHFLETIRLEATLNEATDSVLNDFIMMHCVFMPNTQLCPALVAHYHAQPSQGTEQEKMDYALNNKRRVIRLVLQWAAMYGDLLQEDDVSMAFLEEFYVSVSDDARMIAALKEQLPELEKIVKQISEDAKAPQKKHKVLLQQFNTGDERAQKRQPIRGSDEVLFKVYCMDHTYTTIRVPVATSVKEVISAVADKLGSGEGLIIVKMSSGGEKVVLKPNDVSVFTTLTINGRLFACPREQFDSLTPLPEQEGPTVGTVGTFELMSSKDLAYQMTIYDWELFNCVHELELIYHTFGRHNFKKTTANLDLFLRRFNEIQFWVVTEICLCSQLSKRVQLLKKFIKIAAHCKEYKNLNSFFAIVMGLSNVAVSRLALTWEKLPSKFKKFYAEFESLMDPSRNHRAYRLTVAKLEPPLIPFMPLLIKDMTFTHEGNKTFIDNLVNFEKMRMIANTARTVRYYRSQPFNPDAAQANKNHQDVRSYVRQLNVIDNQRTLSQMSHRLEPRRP
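qHTS, titration series. 100 nM EPAC2 / 250 nM Rap1B-BODIPY-GDP / 50 uM GDP; RT; ex 480/em 540 nm, 5-min reads to 30 min. Norm. to 6.5 mM cAMP = activation.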
EPAC2 antagonist – qHTS for Antagonist of cAMP-regulated guanine nucleotide exchange factor 2 (EPAC2): primary screen. Rap guanine nucleotide exchange factor 4 (Homo sapiens), Q8WZA2. EPAC2 GEF exchange of Rap1B-BODIPY-GDP, fluorescence. Potency, µM (top dose mostly 114 µM), for inactives: at the top dose activity, negative = inhibition, usual class: inhibitors. 360,000 tested, 0.18% active. AID 720708, 2013; also: potency is read from the fitted curve at half-maximal effect; % is scaled to controls: 0 for no effect and ±100 for the full control effect; nearly all actives have a fitted effect of over 45% in size; many of its hits are not listed in these tables
Nrf2 inh – Nrf2 qHTS screen for inhibitors; A549 ARE-Fluc reporter, luciferase luminescence, 18-24 h; Potency, µM (series often up to 46 µM), without a hit: at the top dose activity change, negative = inhibition, actives largely listed as inhibitors; 360,000 tested, 2.1% active; AID 504444, 2011; also: potency is read from the fitted curve at half-maximal effect; % is scaled to controls: 0 for no effect and ±100 for the full control effect; nearly all actives have a fitted effect of over 60% in size
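Cells were seeded and rested 2 h, then exposed to compounds for 18-24 h. CellTiter-Fluor was read first as a viability measure. BugLite was added 15 min before the final luminescent read of ARE-luciferase activity in A549 cells.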
Nrf2 activator – qHTS of Nrf2 Activators | AREc32 ARE-luciferase reporter (MCF7-derived line), luminescence, 24 h | Potency, µM (series often up to 46.1 µM), without a hit: at the top dose activation, actives largely listed as activators | 410,000 tested, 0.31% active | AID 624171, 2012; also: potency is read from the fitted curve at half-maximal effect; % of control where 0% means no effect; nearly all actives have a fitted effect of over 65% in size
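Steps: seed AREc32_Fluc cells (1000/well, 5% FBS OPTI-MEM); incubate overnight at 37 deg C; add 23 nL compound; incubate 24 hr; add Steady-Glo; hold 30 min RT; read luminescence.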
pAkt inh – HTS Assay for Inhibitors of Akt Phophorylation: Primary Screen; Neuro2A IGF-stimulated pAkt S473 HTRF, 20 min; stronger effect = lower value; activity change, % for hits at 50 µM; 360,000 tested, 0.32% active; in the data active = activity change below about -80%; inconclusive = mostly about -51% to -80%; also: % is scaled to controls: 0 for no effect and ±100 for the full control effect
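Single-point screen (50 µM final compound) in Neuro2A cells stimulated 20 min with 6 nM IGF at 37 deg C. After lysis, Ser473-phosphorylated Akt read by HTRF (ex 330 nm, em 615/665 nm) as the 665/615 ratio.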
* hit, by the source's call; i = inactive; ? = inconclusive; nt = no result given; [ ] = dose if it differs, or a comment. Unless noted, calls follow the shape of the dose curve; as a rule, active = well fitted curve in the direction sought with a large enough effect; inconclusive = small, poorly fitted or top-dose-only effect, or another doubt; inactive = no such curve, though single readings can be large; an effect the other way counts as inactive or inconclusive.

Start of the listing, in advance:
SMILES	MmCpn inh	A549 tox	TGFb inhibitor	CCT modulator	EPAC2 agonist	EPAC2 antagonist	Nrf2 inh	Nrf2 activator	pAkt inh
O=C(Cn1ncc2c3ccccc3n(Cc3ccccc3)c2c1=O)NCCN1CCOCC1	1%	2%	11%	-34*	0%	-1%	-6%	-0.5%	i
NS(=O)(=O)c1ccc(NC(=O)COc2ccc(C(=O)c3ccc(F)cc3)cc2)cc1	-28%	-6%	-9%	-1.4	-2%	11%	?	0.3%	i

The whole of this part, previewed entries included:
SMILES	MmCpn inh	A549 tox	TGFb inhibitor	CCT modulator	EPAC2 agonist	EPAC2 antagonist	Nrf2 inh	Nrf2 activator	pAkt inh
O=C(Cn1ncc2c3ccccc3n(Cc3ccccc3)c2c1=O)NCCN1CCOCC1	1%	2%	11%	-34*	0%	-1%	-6%	-0.5%	i
NS(=O)(=O)c1ccc(NC(=O)COc2ccc(C(=O)c3ccc(F)cc3)cc2)cc1	-28%	-6%	-9%	-1.4	-2%	11%	?	0.3%	i
Nc1nnc(SCC(=O)Nc2cccnc2Cl)s1	?	3%	0%	-2.0	13%	0%	1%	-0.6%	i
COc1ccc(NC(=O)CC2C(=O)N(c3ccc(OC)cc3)C(=O)N2CCN2CCN(C)CC2)cc1 (stereo not given)	1%	9%	8%	1.0	0%	17%	?	3.5%	i
Cc1ccc(N2C(=O)C3CCC(c4ccccc4)CC3C2=O)cc1 (stereo not given)	1%	5%	21%	0.8	-1%	-11%	1%	2.6%	i
COc1ccc(NC(=O)Cn2nnc(C(=O)NCc3ccccc3OC)c2N)cc1Cl	-12%	-4%	45%[activator]	-0.8	-3%	2%	0%	-0.3%	i
O=C(NCCCNc1ccc(C(F)(F)F)cc1[N+](=O)[O-])c1ccc(F)cc1	3%	-4%	2%	-2.2	-22%	1%	-30%	-0.5%[9.22 µM]	i
Cn1ccnc1SCC(=O)Nc1cccc(O)c1	0%	10%	2%	1.1	0%	-2%	4%	1.4%	i
CN(Cc1cnn(-c2ccc(F)cc2)c1)C(=O)[C@H]1O[C@@H](n2ccc(=O)[nH]c2=O)[C@H](O)[C@@H]1O	nt	nt	-2%	0.0	9%	2%	nt	-0.3%	i
CC(C)(C)c1ccc(NC(=O)COC(=O)C2(C)CC2(Cl)Cl)cc1 (stereo not given)	1%	5%	-20%	-1.9	4%	-26%	15%	8.9%	i
Cc1ccccc1NC(=O)Cc1nc(COC(=O)/C=C/c2ccccc2)cs1	-9%	-2%	-9%	1.2	15%	-9%	-4%	3.9%	i
COc1ccc(/C=N/NC(=O)CN(C2=NS(=O)(=O)c3ccccc32)c2ccccc2)cc1OC	0%	-5%	-19%	3.6	-19%	-6%	?	2.1%[9.22 µM]	i
COc1ccc(-c2csc3nc(-c4ccc(F)cc4)oc(=O)c23)cc1	nt	3%	-7%	nt	nt	nt	3%	3.9%	nt
CCc1ccc(C2CC(=O)c3c([nH]c(C(=O)OCCOc4ccccc4)c3C)C2)cc1 (stereo not given)	nt	-12%	-33%	nt	nt	nt	-24%	0.7%	nt
COC(=O)Cc1cc(=O)n(-c2nc3ccccc3s2)[nH]1	0%	3%	20%	-2.6	3%	1%	?	3.0%	i
CCOC(=O)Cn1nnnc1CN(Cc1cccs1)Cc1cc2cc(C)ccc2[nH]c1=O	0%	-9%	?	-31*	9%	-1%	4%	-0.4%	i
O=C(CSc1cn[nH]n1)Nc1ccccc1C(=O)O	-1%	3%	-4%	1.1	6%	6%	-4%	-0.5%	i
CC(Sc1nnc(-c2ccc(Cl)cc2Cl)n1Cc1ccccc1)C(=O)Nc1nccs1 (stereo not given)	1%	-25%	?	-3.3	3%	-2%	?	2.9%	i
Cc1ccc(-c2nc3ncccc3o2)cc1NC(=O)COc1ccccc1	-11%	5%	0%	-2.1	13%	0%	?	-0.5%	i
CC(C)(C)S(=O)N1Cc2cc(CO)ccc2[C@H]1CCO (stereo not given in full)	nt	nt	11%	0.4	3%	-3%	nt	2.3%	i
COCCNC(=O)c1ccccc1NC(=O)CSc1ccc(C)cc1	-2%	15%	7%	-0.3	-3%	-3%	4%	1.6%	i
Cc1ccc2nc(SCC(=O)NCc3ccco3)c(C#N)cc2c1	?	-1%	1%	-0.5	4%	11%	?	10%	?
COc1cccc(CC(=O)Nc2cc(S(=O)(=O)N3CCOCC3)ccc2OC)c1	-1%	-2%	-1%	-1.4	1%	0%	25%	0.0%	i
Cc1ccccc1C(=O)N=c1ccn(-c2nc3ccccc3nc2NS(=O)(=O)c2ccc(F)cc2)cc1	?	1%	?	0.4	?	3%	-4%	9.2%	i
C/C(=N\NS(=O)(=O)c1ccc(Br)cc1)c1ccncc1	-1%	5%	-3%	-0.2	3%	2%	16%	1.8%	i
COc1ccc(-c2[nH]nc3c2C(c2ccoc2)C(C#N)=C(N)O3)cc1 (stereo not given)	1%	2%	13%	-4.1	-3%	-1%	0%	?	i
CCOc1ncccc1C(=O)Nc1cccc(C(=O)Nc2cccc(S(=O)(=O)CCO)c2)c1	1%	9%	20%	0.5	1%	-2%	2%	14%	i
COc1ccc(S(=O)(=O)N2CCN(c3ccccn3)CC2)c(OC)c1	0%	1%	0%	0.1	5%	-6%	?	1.7%	i
Cc1ccccc1-n1c(-c2ccc3ccccc3n2)n[nH]c1=S	-3%	-4%	-12%	-11	6%	-4%	-6%	3.2%	i
O=C(c1cc2cc(F)ccc2[nH]1)N1CCN(C(=O)c2ccco2)CC1	-1%	6%	-10%	-0.9	5%	1%	3%	15%	i
CCOC(=O)/C(N=Nc1c(C)n(C)n(-c2ccccc2)c1=O)=C(/O)c1ccccc1	2%	5%	17%	-1.9	10%	-2%	-1%	0.1%	i
Cc1oc(-c2ccccc2)nc1CS(=O)CC(=O)N1CCc2ccccc2C1 (stereo not given)	0%	1%	-17%	-0.3	8%	2%	-7%	0.0%	i
Cc1cc(C(=O)N2CCC(Cc3ccccc3)CC2)ccc1[N+](=O)[O-]	-1%	-9%	?	0.3	11%	-2%	?	4.4%	nt
COc1ccc(OCC(O)CN2CCN(c3ccccc3)CC2)cc1 (stereo not given)	1%	3%	-11%	-2.2	1%	4%	-4%	-0.2%	i
CC1(C)Cc2c(cnn2-c2ccccc2)C(=O)/C1=N\NC(=O)c1ccncc1	nt	6%	1%	-0.2	2%	-14%	14%	-0.2%	i
CCN1C(=O)N[C@@H](CCc2ccccc2)[C@@H](C(=O)OC)[C@H]1C	1%	-7%	-1%	-0.6	6%	11%	-6%	-1.1%	i
O=C(c1ccco1)N1CCN(C(c2ccccc2F)c2nnnn2CC2CCCO2)CC1 (stereo not given)	-1%	?	19%	-0.2	11%	-5%	nt	2.8%	i
O=C(CSc1nnc(-c2ccccc2O)o1)Oc1ccc(OCc2ccccc2)cc1	0%	-6%	-4%	-0.1	8%	2%	-11%	3.1%	i
Cc1cc(N2CCOCC2)nc(SCC(=O)c2ccccc2)n1	0%	-3%	-2%	-1.4	5%	8%	?	0.8%	i
COc1ccc(N(C(=O)c2cnccn2)C(C(=O)NC2CCCCC2)c2ccccc2)cc1 (stereo not given)	-1%	0%	7%	0.9	4%	0%	9%	1.5%	i
O=[N+]([O-])c1ccc(/C=N/Nc2ccnc3cc(Cl)ccc23)o1	-1%	-5%	?	0.0	1%	-2%	0%	?	i
O=C(NCCc1c[nH]c2ccccc12)Nc1ccccc1C(F)(F)F	nt	-1%	-16%	nt	nt	nt	?	0.8%	nt
Cc1onc(-c2ccccc2)c1C1=N/C(=C\c2ccccc2F)C(=O)O1	1%	1%	4%	-2.5	4%	2%	-1%	-0.3%	i
COc1ccc(C(=O)N2CCC(C(=O)O)CC2)c2ccccc12	-1%	4%	-2%	-1.7	8%	3%	-2%	-0.4%	i
O=C(COc1ccccc1)N1CCN(c2ccccc2)CC1	2%[15.4 µM]	11%	4%	-0.3	2%	-4%	-7%	-0.5%	i
O=C(NCC(c1cccs1)N1CCOCC1)c1cccc(S(=O)(=O)Nc2ccc(F)cc2)c1 (stereo not given)	nt	-4%	0%	0.3	1%	11%	?	-0.6%	i
CCCN1C(=O)/C(=C2\SC(N3CCCCC3)=NC2=O)c2ccccc21	0%	-26%	-3%	1.0	-4%	-3%	-5%	3.4%	i
CNC(=O)COC(=O)c1ccc(Cl)c(S(N)(=O)=O)c1	2%	1%	5%	1.1	2%	19%	2%	0.6%	i
COc1cccc(CN(C)C[C@@H]2OCc3cnnn3CCCC(=O)N([C@H](C)CO)C[C@H]2C)c1	nt	nt	9%	-0.2	0%	0%	nt	0.5%	i
COCCNC(=O)c1ccc2nc(Cc3ccc(OC)c(OC)c3)oc2c1	1%	?	4%	-1.1	10%	-3%	?	3.1%	i
Cn1cc(CN2CCC(C(=O)Nc3ccc(Oc4ccccc4F)cc3)CC2)cn1	1%	1%	-19%	0.3	4%	0%	-11%	2.5%	i
O=C(C1CCN(c2nnc(-n3cccc3)s2)CC1)N1CCCCC1	1%	2%	0%	-2.7	3%	-10%	12%	0.2%	i
CCOC(=O)C1(Cc2ccccc2C(F)(F)F)CCN(C2CCN(C(C)=O)CC2)CC1	2%	1%	0%	1.3	4%	3%	10%	0.3%	i
COc1ccccc1NC(=O)NCCC1=CCCCC1	4%	-1%	-10%	-2.0	0%	3%	-16%	-0.1%	i

Source: PubChem

An excerpt, so the mix of outcomes need not match the whole.
